# High-throughput results deposited in PubChem by National Center for Advancing Translational Sciences (NCATS).
# D1 PAM – Potentiators of Human D1 Dopamine Receptor: qHTS; D(1A) dopamine receptor (Homo sapiens), P21728; HEK293 TREx D1 cells, calcium flux, dopamine EC20 potentiation; potentiation, % at 10 µM; 360,000 compounds, 0.036% hits; in the data active = potentiation above about 30%; note: 0% is about no effect
# D2 ag – HTS Assay for Allosteric Agonists of the Human D2 Dopamine Receptor: Primary Screen for Agonists | D(2) dopamine receptor (Homo sapiens), P14416 | HEK293 T-REx D2 cells, calcium flux agonist mode | activation, % at 2 µM | 340,000 compounds, 0.53% hits | AID 485358, 2010;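 active = activation over 3 SD above normal in the single-dose calcium agonist read, cut at about 30% in these data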; note: 0% is about no effect
# Target sequence (P14416 whole entry, looked up): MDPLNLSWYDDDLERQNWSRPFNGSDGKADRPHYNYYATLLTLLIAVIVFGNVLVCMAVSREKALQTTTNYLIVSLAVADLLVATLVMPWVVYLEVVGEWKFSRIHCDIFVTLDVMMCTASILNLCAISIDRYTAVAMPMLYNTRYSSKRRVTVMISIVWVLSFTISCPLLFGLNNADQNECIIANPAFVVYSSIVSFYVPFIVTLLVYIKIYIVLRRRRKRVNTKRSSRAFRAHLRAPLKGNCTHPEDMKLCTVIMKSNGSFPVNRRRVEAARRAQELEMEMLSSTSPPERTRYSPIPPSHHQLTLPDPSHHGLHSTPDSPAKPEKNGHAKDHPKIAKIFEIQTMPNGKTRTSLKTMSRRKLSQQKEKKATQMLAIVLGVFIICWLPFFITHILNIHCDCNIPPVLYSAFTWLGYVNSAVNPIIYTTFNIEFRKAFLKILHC
#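 Tetracycline-induced HEK293 T-REx cells with force-coupled D2 receptor, plated overnight at 30 C, loaded with no-wash calcium dye. After a 10 s baseline, compound was pin-added and calcium flux read kinetically for 180 s; calcium rises flagged agonists.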
# D1 ag – Allosteric Agonists of the Human D1 Dopamine Receptor: qHTS. activation, % at 2 µM. D(1A) dopamine receptor (Homo sapiens), P21728. HEK293 T-REx D1 cells, calcium flux, agonist mode. 360,000 compounds, 1% hits. AID 504660, 2011; note: 0% is about no effect
#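 Agonism was scored from calcium flux recorded over 180 s (1 read/s) after pintool compound addition, following a 10-cycle baseline. Cells were inducible force-coupled HEK293 TREx D1, plated overnight at 30 C and loaded with no-wash calcium dye.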
# TRHR agonist – qHTS for Small Molecule Agonists and Allosteric Enhancers of Human TRH Receptor: Primary Screen for Agonists | TRHR cells, calcium flux fluo-8, FDSS agonist mode | activation, % at 2 µM | 360,000 compounds, 0.18% hits | AID 493084, 2011; note: 0% is about no effect
# Target sequence (P34981 whole entry, looked up): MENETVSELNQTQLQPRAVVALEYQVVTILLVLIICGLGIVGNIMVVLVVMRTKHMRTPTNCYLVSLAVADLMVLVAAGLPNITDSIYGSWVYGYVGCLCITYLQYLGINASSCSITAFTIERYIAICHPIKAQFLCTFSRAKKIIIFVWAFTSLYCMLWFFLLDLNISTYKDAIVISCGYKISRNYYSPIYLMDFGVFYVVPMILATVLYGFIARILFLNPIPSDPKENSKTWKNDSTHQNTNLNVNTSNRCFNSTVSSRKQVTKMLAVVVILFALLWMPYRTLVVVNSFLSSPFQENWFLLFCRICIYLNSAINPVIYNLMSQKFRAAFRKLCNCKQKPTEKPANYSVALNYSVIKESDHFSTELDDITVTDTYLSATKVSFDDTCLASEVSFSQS
#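 TRHR-expressing cells loaded with fluo-8 calcium dye; 23 nL library compound pin-transferred, kinetic FDSS fluorescence (Ex 480/Em 530) recorded about 180 s for agonist-induced calcium release, before a 10 nM TRH EC20 addition for potentiator mode.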
# TRHR PAM – qHTS for Small Molecule Agonists and Allosteric Enhancers of Human TRH Receptor: Primary Screen for Enhancers; Thyrotropin-releasing hormone receptor (Homo sapiens), P34981; TRHR cells, fluo-8 calcium fluorescence, EC20 TRH enhancement; enhancement, % at 2 µM; 360,000 compounds, 0.66% hits; AID 493056, 2011; in the data active = enhancement above about 30%; note: 0% is about no effect
#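 Enhancer read-out: after compound pinning and an initial kinetic agonist-mode read, an EC20 of TRH (10 nM final) was injected and fluo-8 calcium signal (Ex 480/Em 530) followed at 1 s/cycle for 100 cycles in TRHR-expressing cells.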
# RXFP1 antagonist – qHTS Assay for Antagonists of the Relaxin Receptor RXFP1. Relaxin receptor 1 (Homo sapiens), Q9HBX9. activity change, negative = inhibition, % at 57.5 µM. AID 1259400, 2018. HEK293-RXFP1, relaxin-stimulated cAMP HTRF, 30 min; active compounds read low. 350,000 compounds, 0.59% hits;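 active = activity change of -60% or lower, but not beyond a set lower limit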; note: % is set by controls: 0 for no effect and ±100 for the full control effect
# D1 antag – Antagonist of Human D 1 Dopamine Receptor: qHTS. D(1A) dopamine receptor (Homo sapiens), P21728. HEK293 TREx D1 cells, calcium flux, dopamine EC80; active compounds read low. activity change, negative = inhibition, % at 10 µM. 360,000 compounds, 3.2% hits. AID 504652, 2011; in the data active = activity change below about -30%; note: % is set by controls: 0 for no effect and ±100 for the full control effect
#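 Inducible Hek293 Trex D1 cells (tetracycline, overnight, 30 C). Calcium dye 30–90 min RT. Antagonist mode: EC80 dopamine added after 180 s compound read.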
# D2 potentiator – HTS Assay for Positive Allosteric Modulators of the Human D2 Dopamine Receptor: Primary Screen for Potentiators | potentiation, % at 10 µM | HEK293 T-REx D2, calcium flux, EC20 dopamine potentiation | D(2) dopamine receptor (Homo sapiens), P14416 | AID 485347, 2010 | 340,000 compounds, 0.34% hits;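 active = potentiation over 3 SD above the plate norm, cut at about 30% in these data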; note: 0% is about no effect
#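 Potentiation of an EC20 dopamine calcium response measured kinetically over 180 s, after a preceding 180 s compound-only read flagging agonists. Cells: inducible Hek293 Trex D2 line, 4000/well, cultured overnight at 30 C before dye loading.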
# D2 antagonist – HTS Assay for Allosteric Antagonists of the Human D2 Dopamine Receptor: Primary Screen for Antagonists; inhibition, % at 10 µM; HEK293 TREx D2 cells, calcium flux, dopamine EC80; D(2) dopamine receptor (Homo sapiens), P14416; AID 485344, 2010; 340,000 compounds, 2% hits; in the data active = inhibition above about 30%; note: 0% is about no effect
#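 In this primary screen, negative modulation is detected by tracking calcium flux after an EC80 dopamine challenge in inducible HEK293 T-REx D2 cells preexposed to test compound for 180 s.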
# An asterisk follows results filed as active; . = no result given. Cut-off read from the data, not from the text of the source, unless noted: active = activation above about 30%; inactive = the rest.
SMILES,D1 PAM,D2 ag,D1 ag,TRHR agonist,TRHR PAM,RXFP1 antagonist,D1 antag,D2 potentiator,D2 antagonist
COc1cc(NS(=O)(=O)c2ccc(NC(=O)/C(=C/c3ccccc3Cl)NC(=O)c3ccccc3)cc2)nc(OC)n1,-3,0.7,1,0.7,1,.,1,11,17
CC1=CC(=O)C=CC1(C)C(Cl)(Cl)Cl (configuration not stated),-2,0.4,1,0.2,-2,1,-3,9,-1
COc1ccc([C@H]2CC(=O)C=C(c3cccc(NC(C)=O)c3)C2)cc1,-8,-1.9,-1,-0.2,6,.,.,-2,-2
CCN(CC)CCC(c1ccc(N(C)C)cc1)c1c(O)cc(OC)cc1OC (configuration not stated),3,0.7,8,0.5,1,.,-6,-14,1
Cc1ccc(S(=O)(=O)N(C)C)cc1NC(=O)COC(=O)c1ccc2c(c1)NC(=O)CS2,-4,-0.4,3,-0.3,3,-15,23,-17,13
O=c1cc(NCc2ccccc2)nc2n1CCCS2,1,-1.9,-1,-1.5,-1,-8,8,5,12
COc1ccc2cnnc(SCC(=O)Nc3ccccc3)c2c1OC,-11,-2.0,-1,-0.1,-2,.,2,-9,26
O=C(CN1C(=O)c2ccccc2S1(=O)=O)N1CCN(c2ccccc2F)CC1,0,-0.8,8,-1.9,0,-3,-16,8,-6
CC(=O)N1c2ccc(S(=O)(=O)NCC3CCC(C(=O)NCc4ccc(C)cc4)CC3)cc2CC1C (configuration not stated),-8,0.0,6,0.3,4,1,-28,0,-3
O=C(c1ccc(Cn2cc([N+](=O)[O-])cn2)o1)N1CCCC1,-4,0.0,8,0.2,-4,3,-3,21,-7
CC(=O)NCCn1c(SCC(=O)c2ccccc2)nc2ccccc2c1=O,-8,0.5,0,0.1,-1,-5,-10,-7,-4
Cc1ccc(OCC(=O)Nc2ccc(N3CCN(S(C)(=O)=O)CC3)cc2)cc1,-6,-2.0,22,0.4,16,3,-10,-1,-8
Cc1ccc(S(=O)(=O)NC2CCCC2)cc1C(N)=O,-6,1.3,6,0.2,7,-5,-17,-3,24
COc1cccc(CNC(=O)c2cc(C)nc3ccccc23)c1,-6,-0.2,3,-0.6,10,-5,-39*,-5,16
CSc1ccccc1C(=O)C1CCCN(Cc2cnn(-c3ccccc3)c2)C1 (configuration not stated),-2,.,8,0.7,0,-18,2,.,.
O=C(COC(=O)c1ccc(O)cc1O)Nc1nnc(-c2ccccc2)o1,-3,-1.0,4,0.0,-3,-12,10,-4,-9
CCC(CC)C(=O)Nc1nnc(SCc2cc(=O)c3ccccc3[nH]2)s1,-1,0.5,-1,-0.3,-4,-4,-11,18,.
O=C(c1cc2cc(F)ccc2[nH]1)N1CCN(Cc2ccc3c(c2)OCO3)CC1,2,-0.2,1,1.1,9,-38,-14,-27,-13
CCOc1ccc(-c2nnc(SCC(=O)c3ccc(F)cc3)n2-c2ccccc2)cc1,-1,-0.1,1,-1.1,-3,0,-13,5,.
CS(=O)(=O)c1nc(-c2ccco2)cc(C(F)(F)F)n1,2,2.5,1,0.6,-2,.,-12,1,9
CCC1COCCS(=O)(=O)N1Cc1ccc(C)cc1 (configuration not stated),-3,-0.2,2,-0.4,4,.,8,3,4
Cc1cc(=O)n2[nH]nnc2n1,0,0.9,3,0.6,0,-9,-5,5,-13
CC(C)NC(=S)N1CCn2c(nc3ccccc32)C1,2,15,2,0.0,9,0,3,-8,-7
COc1ccc(NC(=O)Nc2cccc(C(=O)N3CCOCC3)c2)cc1OC,1,0.2,3,0.4,3,-7,5,-3,0
O=C(Nc1c(C(=O)c2ccc(F)cc2)oc2ccccc12)c1cc(-c2ccccc2)on1,2,1.3,2,0.5,2,.,-4,14,.
COC(=O)c1ccccc1NC(=O)CN(c1cc(OC)ccc1OC)S(C)(=O)=O,-7,0.9,3,-0.7,-2,-2,-10,-6,15
CCc1ccc(C)[n+](CC(=O)c2cccs2)c1,-8,1.9,1,0.5,-6,-30,3,2,-6
COc1ccc(C(=O)NC2CCN(C(=S)NCCc3ccccc3)CC2)cc1,-6,.,6,1.1,-10,1,-6,.,.
O=C([C@@H]1CCCN1C(=O)c1cccs1)N1CCN(S(=O)(=O)c2ccccc2F)CC1,4,0.2,0,0.0,-6,8,17,15,13
CC(=O)Nc1cccc(/C(C)=N/Nc2nc3ccccc3s2)c1,-3,0.7,4,-0.5,-8,-29,-6,-10,6
O=C(CCn1c(=O)c2cccn2c2cccnc21)NCc1cccc(Cl)c1,0,-0.3,2,-1.0,0,-28,-2,1,-21
Cc1cc2ccccc2n2c(SCC(=O)N3CCc4ccccc4C3)nnc12,-7,-1.0,0,-0.3,-1,3,5,3,1
c1ccc2c(CCNc3ncnc4nc[nH]c34)cccc2c1,-10,0.7,9,-0.4,-2,-14,-29,-4,-12
CC1CCCN(c2nc3c(c(=O)[nH]c(=O)n3C)n2CCSc2ncccn2)C1 (configuration not stated),-5,-0.1,4,1.7,2,.,-8,-3,-7
Cc1ccc(S(=O)(=O)Cc2ccc(C(=O)NCCc3ccc(Cl)cc3)o2)cc1,4,0.2,2,1.1,-15,.,-23,-11,.
CC(=O)N1CCN(c2ncnc3ccccc23)CC1,-9,0.0,4,0.8,-1,-39,-15,-2,1
Cc1c(C(=O)NCc2ccccn2)oc2ccccc12,-10,0.9,1,-0.1,-5,-3,5,-13,12
O=C1CCCN1CCCNS(=O)(=O)c1ccc(F)cc1F,-4,0.9,1,0.6,-3,-13,5,-5,2
O=C(CN1CCN(c2ccc(F)cc2)CC1)NCC1CCCO1 (configuration not stated),-8,0.0,2,0.3,-12,4,-2,5,-7
CC(=O)Nc1ccc(S(=O)(=O)NNC2=NS(=O)(=O)c3ccccc32)cc1,-8,1.4,0,0.9,2,5,-13,-6,4
COc1cccc(CN2c3ccccc3-c3nc(SCC(=O)Nc4ccccc4Cl)ncc3S2(=O)=O)c1,-1,0.7,4,1.9,9,.,-6,7,.
CCOC(=O)N1CCC(NC(=O)C2=CCN(S(=O)(=O)c3ccccc3)CC2)CC1,3,0.5,3,0.1,1,2,-4,9,9
O=C(NCC(=O)N1CCCC1)c1cccs1,-2,0.5,1,0.8,-4,3,4,0,4
CC1CCN(C(=O)COC(=O)C(C)N2C(=O)c3ccccc3C2=O)CC1 (configuration not stated),.,0.0,8,-0.1,9,6,4,3,-6
CCOc1cc(CNn2cnnc2)ccc1OCC(=O)NC1CCCCC1,-4,0.3,-1,0.1,-1,-2,-6,-1,2
CN1CC(=O)Nc2cc(C(=O)O)ccc21,-2,-0.4,-1,-0.1,1,-7,-31*,10,.
CC(C)(C)C1CCc2onc(C(=O)Nc3cccnc3)c2C1 (configuration not stated),2,0.5,0,-0.4,0,18,17,10,-28
Cc1ccc2oc(-c3cc(NC(=O)c4cccs4)cc(C)c3O)nc2c1,2,-1.1,1,-3.4,9,.,-3,6,.

# Gathered by group: those above with a halogen (13)
SMILES,D1 PAM,D2 ag,D1 ag,TRHR agonist,TRHR PAM,RXFP1 antagonist,D1 antag,D2 potentiator,D2 antagonist
COc1cc(NS(=O)(=O)c2ccc(NC(=O)/C(=C/c3ccccc3Cl)NC(=O)c3ccccc3)cc2)nc(OC)n1,-3,0.7,1,0.7,1,.,1,11,17
CC1=CC(=O)C=CC1(C)C(Cl)(Cl)Cl (configuration not stated),-2,0.4,1,0.2,-2,1,-3,9,-1
O=C(CN1C(=O)c2ccccc2S1(=O)=O)N1CCN(c2ccccc2F)CC1,0,-0.8,8,-1.9,0,-3,-16,8,-6
O=C(c1cc2cc(F)ccc2[nH]1)N1CCN(Cc2ccc3c(c2)OCO3)CC1,2,-0.2,1,1.1,9,-38,-14,-27,-13
CCOc1ccc(-c2nnc(SCC(=O)c3ccc(F)cc3)n2-c2ccccc2)cc1,-1,-0.1,1,-1.1,-3,0,-13,5,.
CS(=O)(=O)c1nc(-c2ccco2)cc(C(F)(F)F)n1,2,2.5,1,0.6,-2,.,-12,1,9
O=C(Nc1c(C(=O)c2ccc(F)cc2)oc2ccccc12)c1cc(-c2ccccc2)on1,2,1.3,2,0.5,2,.,-4,14,.
O=C([C@@H]1CCCN1C(=O)c1cccs1)N1CCN(S(=O)(=O)c2ccccc2F)CC1,4,0.2,0,0.0,-6,8,17,15,13
O=C(CCn1c(=O)c2cccn2c2cccnc21)NCc1cccc(Cl)c1,0,-0.3,2,-1.0,0,-28,-2,1,-21
Cc1ccc(S(=O)(=O)Cc2ccc(C(=O)NCCc3ccc(Cl)cc3)o2)cc1,4,0.2,2,1.1,-15,.,-23,-11,.
O=C1CCCN1CCCNS(=O)(=O)c1ccc(F)cc1F,-4,0.9,1,0.6,-3,-13,5,-5,2
O=C(CN1CCN(c2ccc(F)cc2)CC1)NCC1CCCO1 (configuration not stated),-8,0.0,2,0.3,-12,4,-2,5,-7
COc1cccc(CN2c3ccccc3-c3nc(SCC(=O)Nc4ccccc4Cl)ncc3S2(=O)=O)c1,-1,0.7,4,1.9,9,.,-6,7,.
